Screens: PubChem, Sanford-Burnham Center for Chemical Genomics
TAG inh – inhibitors of triacylglycerol accumulation, primary screen, cell-based, uHTS, fluorescence, H9c2; H9c2 cells, Nile Red lipid (TAG) fluorescence; cells loaded with 200 µM oleic acid; inhibition, % at 12.5 µM; 230,000 compounds, 0.66% hits;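 active means pattern-corrected inhibition of lipid staining of at least 50% with the nuclear-stain viability signal not falling by more than 50%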;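 further: 0% = DMSO wells and 100% = triacsin C control wells; some results filed as inactive read as strong as hits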
TAG inh DAPI viability – further read-out of TAG inh, marked with its call; DAPI nuclei signal change (viability), lower = more cytotoxic, %;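 whole-well DAPI fluorescence read on a plate reader as a viability signal; minus 50 percent equals half of cells still viable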
* hit, by the source's call. An excerpt. The share of hits here may be higher or lower than overall.

SMILES	TAG inh	TAG inh DAPI viability
COc1ccc(OC)c(NC(=O)C2=C(C)NC(=O)NC2c2cccs2)c1 (configuration not stated)	-3.5	5.7
CCOC(=O)CSc1nc(N)nc(C)c1Br	9.1	1.0
Cc1ccc(C)c(-c2nnc(NC(=O)CCS(=O)(=O)c3ccc(F)cc3)o2)c1	12.0	-8.0
CCN(CC(=O)Nc1ccc(NC(C)=O)cc1)CC(=O)Nc1ccccc1C(=O)c1ccccc1	-1.7	4.0
O=S(=O)(c1cccc2nonc12)N1CCCCCC1	-4.0	5.3
O=C(O)C1C2C=CC(C2)C1C(=O)N1CCN(C/C=C/c2ccccc2)CC1 (configuration not stated)	-8.2	21.5
Cc1cc(C)c2nc(-c3ccccn3)cc(C(=O)NCCc3ccc(S(N)(=O)=O)cc3)c2c1	-16.8	54.2
BrC(=C\c1ccccc1)/C=N/N1CCN(Cc2ccccc2)CC1	-16.0	-1.2
O=C(C[C@H]1C/C=C\C[C@@H](Cc2ccc(F)cc2)C(=O)O[C@H](c2ccccc2)CNC1=O)NCCO	-6.9	-2.2
COc1cc(S(=O)(=O)Nc2cc(C)cc(C)c2)ccc1F	-25.4	3.7
O=c1c(Cc2ccc(F)cc2)c(O)ccn1CC1CCCO1 (configuration not stated)	6.3	-3.0
NS(=O)(=O)c1ccc(CNC(=S)Nc2ccc(F)c(Cl)c2)cc1	-13.6	-2.2
CC(C)Cn1c2c(c(O)c(C(=O)Nc3nccs3)c1=O)CCCC2	12.6	-12.0
O=C(COC(=O)CN1C(=O)C2CCCCC2C1=O)NNC(=O)c1ccc(Cl)cc1 (configuration not stated)	-8.2	-1.1
O=[N+]([O-])c1ccc(S(=O)(=O)N2CCN=C2SCc2cccnc2)cc1	1.2	-13.4
CCOC(=O)N1CCC(NC(=O)Cn2cccc2C(=O)c2ccccc2)CC1	0.5	-2.1
O=c1[nH]c2cc3c(cc2cc1CN(CCN1CCOCC1)C(=S)NCC1CCCO1)OCO3 (configuration not stated)	3.3	2.4
O=C(COc1ccccc1)Nc1ccccc1C(=O)NCc1ccco1	5.3	10.1
COc1ccc(C2C(C#N)=C(N)Oc3c2c(C)nn3-c2ccccc2)cc1Cn1nc(C)c([N+](=O)[O-])c1C (configuration not stated)	-18.6	5.9
O=C(COc1ccc(Br)cc1)NCCNC(=O)c1cccnc1	-16.4	13.7
Cc1ccccc1NC(=O)CSc1nnc(-c2ccco2)c(-c2ccco2)n1	7.9	6.7
O=C(Nc1ccccc1)c1cccc2c(-c3cccnc3)coc12	1.8	-1.6
N#C/C(=C\Nc1ccc(Cl)cc1)S(=O)(=O)c1ccccn1	1.3	-6.7
O=C(CCC(=O)OCC(=O)c1ccc(Cl)cc1Cl)Nc1cccc2cccnc12	-2.4	-9.4
CCOC(=O)N[C@H](Cc1c[nH]c2ccccc12)C(=O)NC1CC1	-3.0	5.8
COc1cccc(NC(=O)CN2C(=O)C(=O)N(C3CCCC3)C2=O)c1	-8.7	2.2
O=C(Cc1coc2cc(O)ccc12)NNC(=O)c1cccs1	-8.2	4.6
CCOC(=O)/C(C(=Nc1ccccc1)Nc1ccccc1)=C(\C)O	-5.2	4.7
COc1ccc2nc3c(cc2c1)c(NC(=O)C1CCCO1)nn3CC(C)C (configuration not stated)	2.1	28.4
CN(C)c1ccc(/C=N/NC(=O)CN(c2ccccc2Cl)S(C)(=O)=O)cc1Br	11.6	1.9
c1ccc(CCCCNCC2COc3ccccc3O2)cc1 (configuration not stated)	2.8	16.4
Cc1ccc(NC(=O)CSc2nccn2C)cc1F	1.1	0.1
CCOC(=O)n1c(=O)n(Cc2c(Cl)cccc2Cl)c2ccccc21	-1.6	-6.6
COC(=O)c1c(NC(=O)COC(=O)Cn2cnc3ccccc32)sc(C)c1C	-1.1	-2.0
CCCCn1c(C(C)NC(=O)COC)nc2ccccc21 (configuration not stated)	-10.0	-2.6
COc1cc2[nH]c(=O)n(CCCC(=O)NCCc3ccccc3)c(=O)c2cc1OC	21.1	23.2
O=S(=O)(NCCOc1ccccc1Cl)c1ccc2oc3ccccc3c2c1	9.1	-0.8
CN1C(=O)C(O)(CC(=O)c2cccnc2)c2ccccc21 (configuration not stated)	-4.5	0.3
CNC(=O)c1c(NC(=O)c2ccc(S(=O)(=O)N3CC(C)OC(C)C3)cc2)sc2c1CCN(C(C)C)C2 (configuration not stated)	10.0	11.0
COc1cccc(C(C)(O)c2nc(-c3cccc4cccnc34)cs2)c1 (configuration not stated)	8.3	-6.9

Seven structures already listed, arranged by SMILES length, high to low:
SMILES	TAG inh	TAG inh DAPI viability
CN(C)c1ccc(/C=N/NC(=O)CN(c2ccccc2Cl)S(C)(=O)=O)cc1Br	11.6	1.9
O=C(CCC(=O)OCC(=O)c1ccc(Cl)cc1Cl)Nc1cccc2cccnc12	-2.4	-9.4
COC(=O)c1c(NC(=O)COC(=O)Cn2cnc3ccccc32)sc(C)c1C	-1.1	-2.0
Cc1ccccc1NC(=O)CSc1nnc(-c2ccco2)c(-c2ccco2)n1	7.9	6.7
CCOC(=O)/C(C(=Nc1ccccc1)Nc1ccccc1)=C(\C)O	-5.2	4.7
N#C/C(=C\Nc1ccc(Cl)cc1)S(=O)(=O)c1ccccn1	1.3	-6.7
O=C(Nc1ccccc1)c1cccc2c(-c3cccnc3)coc12	1.8	-1.6

Continued:
SMILES	TAG inh	TAG inh DAPI viability
Cc1cc2oc3c(c(=O)c2cc1C)C(c1ccc(C(C)C)cc1)N(CCCN1CCOCC1)C3=O (configuration not stated)	5.3	5.4
COc1ccc2c(CC(=O)OCC(=O)c3ccc(F)cc3)coc2c1	-31.1	-4.1
COc1nc(NC2OC(CO)C(O)C(O)C2O)c(N)c(=O)[nH]1 (configuration not stated)	-12.1	1.3
Cc1ccc2oc(=O)cc(CN3CCN(C/C=C/c4ccccc4)CC3)c2c1	-2.8	4.9
CCN(CC)C(=O)[C@H]1CC(CC(=O)NCCC2=CCCCC2)C(=O)N2CCc3c([nH]c4ccc(OC)cc34)[C@]12C (some centres not stated)	0.8	-2.2
Cc1c(NC(=O)/C(=C/c2cccs2)NC(=O)c2ccccc2)c(=O)n(-c2ccccc2)n1C	-9.3	-1.4
CC(C)CC(NC(=O)c1ccc(C#CC(C)(C)O)s1)C(=O)O (configuration not stated)	-15.6	4.8
CSc1ccccc1-c1nnc(-c2ccc(Cl)c(Cl)c2)o1	4.1	-17.2
Cc1ccc(S(=O)(=O)N2CCN(CCO)CC2)cc1-c1nnc2c3ccccc3c(C)nn12	-7.0	13.8
CCCc1nc2ccccc2c(=O)n1NC(=O)c1c(O)c2ccccc2n(C)c1=O	0.7	-7.4
CCCn1c(=O)c2c(nc3n2CCS3)n(C)c1=O	1.6	0.3
O=C(NC1CC2CCCC(C1)N2C(=O)NCc1ccccc1)C1CC1 (configuration not stated)	8.1	-5.4
NCC(c1ccccc1)(c1ccccc1)c1ccccc1	-8.9	7.4
CC(=O)c1cnc(Nc2cccc(Cl)c2Cl)s1	1.2	-0.3
CCC(CC)C(=O)Nc1cc(=O)n(C)c(=O)n1C	-10.7	-4.2
O=C(O)CSc1nnc(Nc2ccccc2)n1-c1ccccc1	-6.1	10.3
CCN1CCN(CC(O)COC(c2ccccc2)c2ccccc2)CC1 (configuration not stated)	-4.7	3.0
CC(C)(C)n1nnnc1CN(Cc1ccc(F)cc1)Cc1ccco1	-14.7	-4.2
COc1ccc(NC(=O)NCCN2CCc3ccccc3C2)cc1	-3.4	-2.4
CCC(C)(C)NC(=O)C(c1ccco1)N(C(=O)Cn1nnc2ccccc21)c1ccc2c(c1)OCO2 (configuration not stated)	13.9	-4.2

The final 2 compounds of the section before come first, to join the parts.
SMILES	TAG inh	TAG inh DAPI viability
COc1ccc(NC(=O)NCCN2CCc3ccccc3C2)cc1	-3.4	-2.4
CCC(C)(C)NC(=O)C(c1ccco1)N(C(=O)Cn1nnc2ccccc21)c1ccc2c(c1)OCO2 (configuration not stated)	13.9	-4.2
Nc1nnc(SCc2ccccc2Cl)s1	-10.7	8.9
CCCCOC(=O)C(C)c1c(C)[nH]c(=S)[nH]c1=O (configuration not stated)	2.6	6.1
COc1ccc(NS(=O)(=O)c2ccc(C)c(C(=O)NNC(=O)c3ccccc3O)c2)cc1	-4.4	-18.3
COC(=O)/C(C#N)=C/c1c(-c2ccccc2)nc2n1CCS2	8.0	-9.9
COc1ccc(CCCc2nnc(SCc3nc4ccccc4c(=O)[nH]3)n2C)cc1	-1.5	-7.0
O=C(NNC(=O)c1ccc([N+](=O)[O-])cc1)c1ccc(F)cc1	-0.7	2.2
CC(=O)Nc1cc(C(F)(F)F)ccc1Oc1cccc(Br)c1	-10.5	2.3
O=C(NNC(=O)c1ccccc1Cl)c1ccc2c(c1)OCCO2	1.4	-8.0
Cc1c(NC(=O)c2ccc(C(=O)Nc3c(C)n(C)n(-c4ccccc4)c3=O)cc2)c(=O)n(-c2ccccc2)n1C	3.9	1.4
O=C(Cc1ccccc1)N/N=C/c1ccc(OCC(=O)Nc2ccccc2)cc1	-6.2	-3.1
COc1ccc(CCN(C)c2ccc(C(N)=O)cc2[N+](=O)[O-])cc1OC	-11.7	-3.6
COc1ccc(CC(=O)Nc2ccc(OC)nc2)cc1	1.1	-11.9
Cc1ccccc1OCc1nc(C#N)c(N2CCCC2)o1	8.6	-4.9
O=C(COC(=O)c1cccc(Br)c1)NCC1CCCO1 (configuration not stated)	-8.4	2.0
COc1cccc(C(=O)NCCS(=O)(=O)N2CCOCC2)c1	0.8	-12.9
O=C(NCc1ccco1)c1ccc(COCC(F)(F)C(F)F)cc1	-8.6	-0.3
CNC(=S)Nc1ccc([N+](=O)[O-])cc1	-17.8	10.9
O=C(Nn1c(C2CCC2)nc2ccccc2c1=O)c1cccs1	4.7	1.5
c1ccc(-c2nnc(SCCC3OCCCO3)o2)cc1	-7.4	5.1
Cc1cc(-c2ccccc2)nc2cc(C(N)=O)nn12	-11.3	0.4
COc1cc(Cl)c(C)cc1NC(=O)COC(=O)c1cnc(C)cn1	11.5	-10.0
CCc1nnc(NC(=O)CSc2ccc(-c3ccccc3OC)nn2)s1	4.1	-0.5
Cc1ccc(N(Cc2ccccc2)C(=O)c2ccc(C)c(S(=O)(=O)N3CCOCC3)c2)cc1	-14.4	-8.5
Cc1ccc(S(=O)(=O)N2CCCCC2)cc1NC(=O)COC(=O)c1cccc(O)c1	1.0	14.7
CC1(C)Cc2nc(-c3ccccc3)n3cnnc3c2CO1	7.9	-8.1
CN(C)CC(=O)N1c2ccccc2CCc2ccc(NC(=O)c3ccc(N)cc3)cc21	12.3	4.9
COC(=O)C[C@H]1C[C@@H]2c3cc(NS(=O)(=O)c4cccc(OC)c4)ccc3O[C@@H]2[C@@H](CO)O1	-12.3	1.5
Cc1cccc(C(O)c2ncc(-c3ccc(C(F)(F)F)cc3)[nH]2)c1C (configuration not stated)	-29.2	0.9
CNc1cncc(-c2ccc(O)cc2)n1	-4.2	4.7
Cc1ccc(NC(=O)Cc2nc(CSc3nnc(-c4ccc5c(c4)OCO5)o3)cs2)cc1	1.5	8.8
C/C(=N\Nc1nc2ccccc2[nH]1)c1cccs1	11.8	11.6
O=C(c1ccco1)N1CCN(C(=O)c2ccc(CS(=O)c3ccc(Br)cc3)o2)CC1 (configuration not stated)	2.8	-5.1
Cc1cc(C)nc(NNS(=O)(=O)c2c(F)cc(F)cc2Br)n1	-7.1	8.9
CCOc1ccc(NC(=O)COC(=O)c2c[nH]c3ccccc23)cc1	30.5	-8.5
O=C(O)c1ccc(CN2C[C@@H](CO)O[C@@H](n3cnc4c(Nc5ccccc5)ncnc43)C2)cc1	5.1	-7.0
Cc1noc(C)c1N=Nc1ccc(Br)cc1C(=O)O	8.3	-2.0
O=C(CN1C(=O)NC2(CCCCC2)C1=O)NCCc1c[nH]c2ccccc12	-3.6	-3.2
O=C(NCCc1cccs1)C1CC(c2ccc([N+](=O)[O-])cc2)=NO1 (configuration not stated)	-13.5	-9.2
CN(C)S(=O)(=O)c1cccc(NC(=O)Cc2ccc(-c3ccccc3)cc2)c1	-5.7	0.9
O=C(N/N=C/c1ccc2c(c1)OCO2)c1ccc2c(c1)OCO2	-9.3	-1.3
O=C1CCN(Cc2ccccc2)C(=O)N1	-3.3	-9.5
CCCn1nc2cc(C(=O)NCCCCc3ccccc3)ccc2c1OCC	35.5	2.8
CC1CCN(S(=O)(=O)c2ccc(C(=O)N3CCCCC3C(=O)O)cc2)CC1 (configuration not stated)	-7.8	8.8
CCOc1ccc(OCC(=O)OCC(=O)Nc2ccc3[nH]c(=O)[nH]c3c2)cc1	-8.5	2.5
CCCn1c(SCC(=O)Nc2cccc(S(=O)(=O)N(C)C)c2)nc2ccccc2c1=O	-7.6	1.6
CN(C(=O)Cn1nc(Cl)ccc1=O)C1CCCN(Cc2ccccc2F)C1 (configuration not stated)	-9.3	-1.3
FC(F)(F)c1cnc(-c2cnc(-c3cccnc3)nc2)c(Cl)c1	1.0	-2.8
CN(C(=O)CSc1nc2ccc([N+](=O)[O-])cc2s1)C1CCS(=O)(=O)C1 (configuration not stated)	-8.2	2.4
CCN(CC(=O)Nc1ccc2c(c1)OCCO2)C(=O)COc1ccc(C)cc1	4.8	-2.9
CCN(Cc1ccccc1)S(=O)(=O)c1c[nH]c(C(=O)OC)c1	8.5	4.0
COc1ccc(N2CCN(CC(=O)NC(=O)NCc3ccco3)CC2)cc1	-1.1	11.0
COc1cc(OC)cc(C(=O)NNC(=O)c2ccc(-n3cncn3)c([N+](=O)[O-])c2)c1	3.6	-4.1
CCCCOC(=O)/C=C\C(=O)NC(N)=O	11.5	-5.4
CCC(=O)Nc1cc2c(C)cc(=O)oc2cc1C	8.2	7.0
CC(OC(=O)CNC(=O)c1ccccc1)C(=O)Nc1ccc(S(=O)(=O)N2CCOCC2)cc1 (configuration not stated)	3.8	3.9
O=C(NCc1ccco1)c1cccc(-c2ccc3nncn3c2)c1	0.2	4.5
O=C(OCC(O)C(O)COC(=O)c1ccccc1)c1ccccc1 (configuration not stated)	-27.4	1.1
CC(=O)N1CC2(NC(=O)c3ccccc3N2)c2ccccc21 (configuration not stated)	13.8	-3.9
N/C(=N\OC(=O)c1ccc(Cl)cc1)c1cccnc1	15.5	-28.1
